# Screening results deposited in PubChem BioAssay by several laboratories.
# MC4R ag barr: agonists of human melanocortin 4 receptor (MC4R) beta-arrestin; P32245; U2OS MC4R beta-arrestin complementation, luminescence; percent of melanotan II response, DMSO zero; activation, % at 8.9 µM; 0.98% of 360,000 active; AID 540308;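 active = activation above a per-plate cutoff, the mean activation of sample wells on that plate plus 3 SD, cut at about 8% in these data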
# MC4R antagonist: antagonists of human melanocortin 4 receptor (MC4R); AID 540295; inhibition, % at 6.5 µM; 0.48% of 360,000 active; P32245; MC4R-expressing cells, MTII-stimulated cAMP, LANCE TR-FRET;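 active = inhibition above its plate's cutoff, the mean of tested wells on that plate plus 3 SD, cut at about 29% in these data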;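 also: 0% = Melanotan II alone and 100% = Melanotan II plus saturating MCL0020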
#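 Test system: U2OS cells stably expressing human melanocortin 4 receptor (MC4R); also added: Melanotan II challenge; compound: 6.5 µM single dose; timing: 30-min compound preincubation, 1-h Melanotan II challenge, 1-h detection, room temperature; signal: Eu-cAMP/anti-cAMP TR-FRET, emission 671 nm; repeats: one well per compound, no replicates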
# SRC3 inh: human NCOA3 inhibition | Q9Y6Q9 | HEK293 GAL4-SRC3 luciferase reporter, luminescence | inhibition, % at 3.6 µM | 0.17% of 360,000 active | AID 588352;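 active = inhibition above a per-campaign cutoff, the mean of all compounds plus 3 SD, cut at about 60% in these data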;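 also: 0% = DMSO-treated cells and 100% = gossypol-treated cells at 36 µM; higher means less SRC3-driven luciferase light from the GAL4 reporter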
# TLR9-MyD88 block: blocks human TLR9 binding to MyD88. inhibition, % at 4.98 µM. 0.21% of 340,000 active. Q9NR96+Q99836. CHO BLA complementation TLR9-MyD88, CCF4 FRET ratio;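 active = inhibition above the mean over all tested compounds plus 3 SD, cut at about 21% in these data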;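 also: 0% = DMSO only wells and 100% = clavulanate BLA inhibitor control wells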
# COUP-TFII inh: inhibitors of human COUP-TFII (NR2F2) | P24468 | HEK293T NGFI-A luciferase reporter, luminescence | inhibition, % at 8.6 µM | 0.7% of 370,000 active;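 active = inhibition above a per-plate cutoff, mean inhibition of test wells between control levels plus 3 SD, cut at about 38% in these data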;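 also: cells cotransfected with COUP-TFII expression vector driving the NGFI-A reporter; 0% = median of COUP-TF2 test wells and 100% = reporter-only cells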
# Target sequence (P24468 whole entry, looked up): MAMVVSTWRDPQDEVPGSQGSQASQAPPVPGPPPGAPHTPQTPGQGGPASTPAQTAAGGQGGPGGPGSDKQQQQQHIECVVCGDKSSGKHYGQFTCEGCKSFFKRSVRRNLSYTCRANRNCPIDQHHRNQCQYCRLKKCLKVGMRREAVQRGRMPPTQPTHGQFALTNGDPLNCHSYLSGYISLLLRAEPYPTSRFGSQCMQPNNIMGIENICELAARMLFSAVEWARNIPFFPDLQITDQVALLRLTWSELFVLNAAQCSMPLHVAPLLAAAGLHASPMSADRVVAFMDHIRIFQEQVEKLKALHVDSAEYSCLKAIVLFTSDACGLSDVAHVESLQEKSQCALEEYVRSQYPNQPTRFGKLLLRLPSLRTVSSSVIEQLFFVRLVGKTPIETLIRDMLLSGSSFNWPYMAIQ
# EBV LMP1 NFkB: Epstein-Barr LMP1 NF-kappaB reporter inhibition; LMP1-induced NF-kappaB luciferase reporter cells, luminescence; inhibition, % at 12.5 µM; 0.69% of 350,000 active; AID 504558; in the data active = inhibition above about 41%;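 also: 0% = neutral control wells and 100% = reference inhibitor control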
# SRC2 inh: human SRC2 (NCOA2) inhibition. Q15596. HEK293 GAL4-SRC2 luciferase reporter, luminescence. AID 651957. 0.17% of 370,000 active. inhibition, % at 9 µM;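 active = inhibition above the mean inhibition of all tested compounds plus 3 SD, set per campaign, cut at about 52% in these data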;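 also: 0% = DMSO treated cells and 100% = cells given Gossypol at 36 µM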
# ABHD5 PLIN5 PPI: inhibitors of human ABHD5-perilipin-5 interaction | inhibition, % at 4 µM | Split G. princeps luciferase complementation, luminescence, 4 h | 0.78% of 360,000 active | AID 602281 | Q00G26+Q8WTS1;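 active = inhibition above the mean inhibition across every tested compound plus 3 SD, cut at about 22% in these data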;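 also: 0% = DMSO only wells and the 100% control is not disclosed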
# SRC1 inh: inhibitors of human steroid receptor coactivator 1 (SRC1). HEK293 GAL4-SRC1 luciferase reporter, luminescence. inhibition, % at 3.6 µM. 0.12% of 360,000 active. AID 588354;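 active = inhibition above the campaign mean plus 3 SD, with each screening campaign given its own cutoff, cut at about 60% in these data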;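 also: 0% = DMSO treated cells and 100% = gossypol at 36 µM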
# NOD2-RIPK2 inh: blocks binding of human NOD2 to RIPK2 | CHO BLA complementation NOD2-RIPK2, CCF4 ratio | 0.38% of 360,000 active | inhibition, % at 4.98 µM | O43353; in the data active = inhibition above about 21%;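 also: 0% = vehicle only and 100% = reference blocker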
# LRH-1 inv ag: inverse agonists of human LRH-1 (NR5A2). 0.13% of 360,000 active. O00482. inhibition, % at 3.6 µM. HEK293T StAR-luciferase reporter, LRH-1 transfected, 24 h;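 active = inhibition above the mean inhibition of all tested compounds plus 3 SD, cut at about 73% in these data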;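 also: 0% = DMSO wells and 100% = reporter-only cells lacking LRH-1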
# Target sequence (O00482 whole entry, looked up): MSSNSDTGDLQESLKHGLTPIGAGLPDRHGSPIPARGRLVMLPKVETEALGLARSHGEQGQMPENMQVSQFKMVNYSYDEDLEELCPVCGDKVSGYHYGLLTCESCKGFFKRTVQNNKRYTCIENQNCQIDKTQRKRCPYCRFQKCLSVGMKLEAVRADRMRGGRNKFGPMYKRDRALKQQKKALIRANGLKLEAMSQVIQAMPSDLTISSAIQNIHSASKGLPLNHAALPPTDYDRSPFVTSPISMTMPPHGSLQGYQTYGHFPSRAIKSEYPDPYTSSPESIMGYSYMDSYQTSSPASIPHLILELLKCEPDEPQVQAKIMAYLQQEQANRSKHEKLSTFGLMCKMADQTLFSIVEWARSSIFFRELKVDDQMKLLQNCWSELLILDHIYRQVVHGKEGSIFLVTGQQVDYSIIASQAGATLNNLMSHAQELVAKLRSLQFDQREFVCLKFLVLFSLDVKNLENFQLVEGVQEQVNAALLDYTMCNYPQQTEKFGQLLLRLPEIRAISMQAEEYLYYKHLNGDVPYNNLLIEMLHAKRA
# Active calls of the source: *; nt = not tested or not shown. An excerpt (hit frequency here may not be typical).
SMILES,MC4R ag barr,MC4R antagonist,SRC3 inh,TLR9-MyD88 block,COUP-TFII inh,EBV LMP1 NFkB,SRC2 inh,ABHD5 PLIN5 PPI,SRC1 inh,NOD2-RIPK2 inh,LRH-1 inv ag
O=C(COc1ncnc2ccccc12)Nc1ccccc1[N+](=O)[O-],-0.7,7,-4,-9,-17,-4,1,-2,-22,-6,19
Cc1nn(C)cc1CNC(=O)CCC(=O)O,2.6,19,-20,-14,-5,-2,-16,1,0,8,0
Cn1nnnc1SCCNCc1ccccc1OCc1ccccc1Cl,-0.8,-4,11,3,5,8,-9,1,-4,-5,9
O=C(CC[C@H]1O[C@@H](n2cnc3c(NC(=O)c4ccccc4)ncnc32)[C@H](O)[C@@H]1O)NCCCN1CCCC1=O,nt,nt,18,nt,-14,nt,-6,2,-3,3,-20
O=C(c1ccc(Cl)c(S(=O)(=O)N2CCOCC2)c1)N1CCc2ccccc2C1,0.8,8,1,-4,5,8,8,-1,8,-10,-16
Cc1cc(Nc2cccc([N+](=O)[O-])c2)c2cccc(C)c2n1,-0.2,-7,26,nt,0,1,3,0,18,-6,-12
CC(=O)Nc1ccc(NC(=O)COc2ccc(S(=O)(=O)N3CCCC3)cc2C)cc1,2.1,14,-20,-2,8,-4,16,1,5,4,-11
Clc1ccc2ncc(-c3nnnn3-c3ccccc3)c(-c3ccccc3)c2c1,4.5,8,14,9,-13,0,-4,5,-5,-10,9
Cc1ccc(C2C(C(=O)c3cc4ccccc4o3)=C(O)C(=O)N2CCN(C)C)o1 (stereo not given),-0.2,9,-1,-1,4,-13,-25,3,-21,-7,-19
CCCCn1c(N)c(N(CC(C)C)C(=O)c2ccc(OC)c(S(=O)(=O)N3CCOCC3)c2)c(=O)[nH]c1=O,-3.2,12,5,-2,-22,4,-9,1,-5,-5,9
COc1ccc(NC(=O)CN(c2ccc([N+](=O)[O-])cc2)S(=O)(=O)c2ccccc2)cc1,0.0,16,14,8,-2,-5,-4,-6,-4,-21,6
Cc1ccc(-n2ncc3c(=O)n(CC(=O)N(C)C)cnc32)cc1,-2.5,10,-15,-1,-8,-2,-12,-1,-7,1,-6
Cc1ccc(CCNS(=O)(=O)c2ccc3c(c2)C(C)(C)C(=O)N3C)cc1,-0.2,14,-7,-4,-5,-10,-10,-4,2,-4,-20
O=C(/C=C/c1ccc(Br)cc1)N1CCN(Cc2ccccc2)CC1,0.8,6,-2,4,8,3,-16,5,-6,5,0
CCOC(=O)CSc1nc2ccccc2c(=O)n1C,-1.3,8,-20,0,-10,7,3,1,13,-6,0
CC1CC(=O)Nc2ccccc2N1 (stereo not given),-1.8,-5,-3,3,10,-13,-9,0,3,-6,-15
COc1ccc2cc(CN(CC3CCCO3)S(=O)(=O)c3ccccc3Cl)c(=O)[nH]c2c1 (stereo not given),0.5,1,3,-6,8,-7,6,3,7,0,-13
CCCCN(CC)Cc1c(O)ccc2c(-c3ccccc3)cc(=O)oc12,-1.0,-6,20,7,-13,14,3,-3,12,5,7
COc1ccccc1C(=O)Nc1cc2cc(Cl)ccc2oc1=O,-1.2,5,-8,-11,7,-44,-31,4,-26,-16,18
CC(=O)c1ccccc1OC(=O)COc1ccc([N+](=O)[O-])cc1,0.4,15,1,3,-9,8,22,1,1,0,16
COc1ccc(NC(=S)N/N=C/c2cccn2Cc2ccc(F)cc2Cl)cc1,0.7,15,7,-4,-1,27,-20,-5,-24,-6,-7
CCOc1ccc(-n2c(SCc3cc(=O)oc4cc(C)ccc34)nnc2-c2cccnc2)cc1,-0.2,-2,-5,-7,12,9,-10,5,-14,-5,2
CCN(Cc1cnn(C)c1)C(=O)c1ccc2nc(Cc3ccccc3F)oc2c1,-1.4,11,-13,0,2,-26,-15,-2,-8,14,-6
Cc1ccc(C(=O)OCN2C(=O)c3ccccc3C2=O)c(O)c1,-0.4,12,9,4,10,-3,6,-1,-24,-3,-7
CSCCC(NC(=O)c1ccc(C)o1)C(=O)O (stereo not given),-0.2,-3,-4,-16,-8,0,-17,2,-9,-3,-14
CCCc1c(C(=O)N/N=C/c2c(OC)ccc3ccccc23)nnn1-c1nonc1N,25*,-1,-15,-7,7,-4,-6,-3,-8,-12,9
CCC(=O)NC(=S)Nc1ccc(N2CCN(C(=O)c3ccc(Cl)cc3)CC2)cc1,-0.1,5,9,1,21,-4,16,-6,-25,9,-7
CCOC(=O)c1[nH]c2cc3c(cc2c1NC(=O)CN1CCC2(CC1)OCCO2)OCO3,-0.2,11,8,-8,3,8,-7,2,-8,6,6
Cc1ccc(C(=O)NCC(c2ccco2)N2CCc3ccccc3C2)cc1 (stereo not given),-0.9,0,-4,-8,-4,2,-22,-4,-35,1,-12
COC(=O)c1ccccc1S(=O)(=O)NNC(=O)Nc1ccccc1,-0.9,-3,13,11,2,19,-26,-3,-45,-1,-2
Nc1ccc(-c2nc3ccc(N)cc3s2)cc1,-3.2,0,-69,-5,-50,12,-26,4,-79,-4,-82
O=C(NCc1ccco1)C1CCCN(S(=O)(=O)c2ccc(-n3cnnn3)cc2)C1 (stereo not given),-0.8,2,-2,-1,20,-2,12,7,-7,2,1
COC(=O)C1=C(C)NC(=O)/C1=C\c1ccco1,-1.4,-5,2,-7,13,-2,-19,8,-15,-2,-6
N#Cc1c(-c2ccco2)nc(SCc2ccc(F)cc2)[nH]c1=O,-0.2,25,-11,3,11,-4,-8,0,-22,-11,-6
C=CCNC(=O)c1ccc(C)c(Br)c1,-1.5,-3,13,-3,5,-1,-3,0,-3,11,-17
Cc1cccn2cc(CNS(=O)(=O)c3cccc(F)c3)nc12,1.4,7,-7,-8,4,5,-4,-10,-12,-7,15
COc1ccc(C(=O)N/C(=C/c2ccc(Cl)cc2)C(=O)Nc2ccc(C(=O)O)cc2)cc1,-1.3,-1,9,-6,1,-9,12,-4,6,-6,20
CC(C)(C)NC(=O)N1CCCC(C(=O)c2cccc(Cl)c2)C1 (stereo not given),-1.6,2,4,-1,-19,16,8,1,11,2,-12
COc1ccc(C(=O)c2ccccc2)cc1Br,-2.1,2,8,-12,-8,-4,-14,-7,-4,3,-5
CCCOc1ccccc1Nc1nnc(C)c(=O)[nH]1,-0.9,2,-8,-10,5,5,-9,-5,-110,5,3
COc1cc(-c2cc(C(=O)Nc3cc(S(=O)(=O)N4CCOCC4)ccc3O)c3ccccc3n2)cc(OC)c1OC,-3.6,12,6,2,-4,4,15,-7,1,-10,6
Cc1cccc(NC(=O)c2cc(NC(=O)c3ccccc3)ccc2N2CCCCC2)c1,-1.7,-6,-5,0,-3,-3,-9,-9,-5,11,-9
Cc1cc(C)cc(OCC(=O)OCC(=O)Nc2cc(S(=O)(=O)N3CCOCC3)ccc2C)c1,2.3,2,4,3,5,-6,-22,-1,15,-2,0
COc1ccc(C(=O)NCCc2cc3c(OC)ccc(OC)c3[nH]c2=O)cc1OC,-1.8,-7,19,3,10,-11,-10,4,17,-8,4
CC(=O)Nc1ccc(S(=O)(=O)N2CCN(Cc3csc(C)n3)CC2)cc1,-1.4,19,18,-5,11,-4,8,-2,-7,-6,3
CC1=C(C)CC(C(=O)Nc2nc(-c3ccc(C)cc3C)c(C)s2)C(C(=O)O)C1 (stereo not given),0.5,0,14,4,12,6,-22,-4,5,-5,19
Cc1noc(C)c1S(=O)(=O)Nc1ccccc1Cl,-1.9,0,31,9,-2,-9,4,-2,5,2,4
CCN(CC)C1CCN(C(=O)CCc2nnc(CCc3ccccc3)o2)C1 (stereo not given),-1.9,-2,14,-11,18,-2,-34,-1,14,3,18
COCCN(C(=O)CCC(=O)Nc1cc(C)on1)C(C(=O)NC1CCCC1)c1ccc(C)cc1 (stereo not given),0.3,3,6,4,-2,-3,-7,3,-9,6,18
CC(=O)C1=C(O)C(=O)N(CCCn2ccnc2)C1c1ccc(Cl)cc1 (stereo not given),-2.8,8,12,2,9,4,-6,0,5,3,1
COc1ccc(OC(=O)N(C)C[C@@H]2OCc3cn(nn3)CCCC(=O)N([C@@H](C)CO)C[C@H]2C)cc1,0.5,-1,-1,-1,0,2,3,1,-4,-5,11
CCSc1nnc(CNC(=O)C23CC4CC(CC(C4)C2)C3)n1C1CCCCC1,-1.9,4,6,5,-1,3,-8,2,2,-2,12
COc1cccc(-c2nnc(NC(C)=O)o2)c1,0.1,9,-5,3,6,3,-13,9,3,-10,-6
Nc1c(C(=O)N/N=C/c2cccnc2)cnn1-c1ccccc1,1.5,12,-36,-6,-20,6,-31,-1,-34,-2,-35
O=C(Cn1cnc2c(nnn2Cc2ccc(F)cc2)c1=O)NCc1ccco1,-0.9,14,7,-12,-17,-7,10,4,8,-5,18
COc1ccc(C2CC(=O)C3=C(C2)Nc2ccccc2N(C(C)=O)C3c2ccco2)cc1 (stereo not given),0.2,-2,-10,-7,0,-2,10,1,-20,2,8
O=C(COC(=O)c1cc(-c2cccs2)nc2ccccc12)NC1CCS(=O)(=O)C1 (stereo not given),-0.4,10,-8,1,-6,-4,-24,11,16,-1,4
COc1cc(C(=O)N2CCN(C)C(C)C2)ccc1OC1CCN(C(C)=O)CC1 (stereo not given),-3.8,5,-5,-15,-10,-2,9,3,-13,-8,3
CNC(=O)CN(Cc1ccccc1)S(=O)(=O)c1ccccc1,-0.9,7,8,11,5,8,-15,3,-6,-4,11
CCCn1nc(C(=O)N(C)CC(=O)Nc2ccc(OCC)c(OCC)c2)c2ccccc2c1=O,0.1,5,4,-14,-13,6,-2,-2,-11,-12,13
# More results follow.
SMILES,MC4R ag barr,MC4R antagonist,SRC3 inh,TLR9-MyD88 block,COUP-TFII inh,EBV LMP1 NFkB,SRC2 inh,ABHD5 PLIN5 PPI,SRC1 inh,NOD2-RIPK2 inh,LRH-1 inv ag
COc1ccc(NC(=O)CSc2nnc(CCC(=O)Nc3ccc(C)c(Cl)c3)n2C)cc1,0.2,6,20,-1,-3,-7,-30,-1,-14,2,35
O=S(=O)(/C=C/c1ccccc1)Nc1ccc2c(c1)OCO2,0.7,12,-14,-3,-2,-3,4,-1,-10,10,-19
c1ccc2sc(N3CCCN(Cc4nc(-c5cnccn5)no4)CC3)nc2c1,-1.6,2,8,-3,12,2,-9,-2,-2,-3,9
COc1cccc(NC(=O)COc2ccc(C(=S)N3CCN(C)CC3)cc2OC)c1,-2.9,10,26,4,27,4,9,0,7,-3,5
O=C(COc1ccc2c(c1)C(=O)CC1(CCCCC1)O2)NCc1ccccn1,0.2,5,7,14,9,1,11,7,-3,-5,-4
CCOC(=O)c1sc2nc(CSCC(=O)OCc3ccc(C(=O)OC)o3)[nH]c(=O)c2c1C,-2.4,7,1,-3,14,-8,4,-4,-12,3,-17
